Assay outcomes from PubChem.
NRP1-CendR mod – modulators of CendR peptide binding to human neuropilin-1; AID 602438; inhibition, % at 25 µM; O14786; FAM-RPARPAR peptide binding to NRP-1, fluorescence polarization; actives 0.85% (n = 360,000);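 active = inhibition or corrected inhibition above about 18%, plus a signal ratio from 0.5 to 1.5, limit read from the data, passing the limit was not always enough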; note: strong numbers were not always called active
MT1-MMP act inh – blocks activation of human MT1-MMP; GFP/RFP ratio change, % at 20 µM; actives 0.061% (n = 360,000); HT1080 RFP-PRO-GFP cells, GFP/RFP ratio fluorescence, overnight; percent of plate control window, DMSO zero;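 active = GFP/RFP ratio change of at least 30% with cell ATP level not reduced by more than half and red fluorescence within 50% of control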; note: strong numbers were not always called active
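Read-out: GFP/RFP fluorescence ratio; Test system: RFP-PRO-GFP reporter HT1080 cells; Compound dosing: single-point 20 µM compound, 1% DMSO; Times: overnight compound exposure at 37 °C.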
FAS TE block – inhibitors of human fatty acid synthase thioesterase domain; inhibition, % at 15 µM; P49327; recombinant FAS-TE, OMFH fluorogenic substrate, fluorescence endpoint; actives 0.67% (n = 360,000); AID 602261;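 active = compounds whose normalised, plate-corrected inhibition of enzyme fluorescence in the single-dose primary screen is 50% or more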;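 note: 0% = DMSO with enzyme and 100% = substrate without enzyme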
E coli Lon inh – inhibitors of E. coli Lon protease. AID 602123. purified E. coli Lon protease, fluorescence polarization. actives 0.42% (n = 360,000). P0A9M0. inhibition, % at 7.94 µM; in the data active = inhibition above about 13%, passing the limit was not always enough;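 note: 0% = enzyme with probe and DMSO and 100% = no enzyme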
MsrA inhibitor – inhibitors of bovine MsrA | inhibition, % at 15.5 µM | actives 0.75% (n = 360,000) | purified bovine MsrA, absorbance read-out | AID 651718; in the data active = inhibition above about 4.5%;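 note: 0% = vehicle wells with enzyme and 100% = reference inhibitor wells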
TbMetRS inhib – blocks T. brucei methionyl-tRNA synthetase activity; purified T. brucei MetRS, ATP depletion, Kinase-Glo luminescence; inhibition, % at 11.9 µM; actives 0.4% (n = 360,000); AID 624268;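 active = inhibition above a per-plate cutoff of the control wells' mean inhibition plus 3 SD, cut at about 5.5% in these data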;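 note: 0% = DMSO wells median and 100% = median of wells with control inhibitor compound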
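Material – parasite MetRS enzyme · Medium – HEPES-MgCl2-KCl buffer plus DTT, spermine, BSA, pyrophosphatase · Reagent – ATP, methionine and E. coli bulk tRNA substrates · Times – 15 min enzyme-compound preincubation, 2 h reaction, 10 min detection, 25 °C · Measured by – luminescence of leftover ATP · Evaluation – percent inhibition relative to median high and low control wells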
SKN-1 block – blocks SKN-1 activity in C. elegans | C. elegans VP596 Pgst-4::GFP/RFP ratio, acrylamide-induced, 24 h | inhibition, % at 21.8 µM | actives 0.49% (n = 360,000) | AID 624304;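 active = interference check ratio from 0.5 to 1.5 plus GFP to RFP signal ratio inhibition reaching or exceeding a fixed threshold, cut at about 30% in these data, passing the limit was not always enough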; note: some compounds called inactive have numbers as strong as hits
bovine MsrA act – bovine methionine sulfoxide reductase A activation; purified bovine MsrA, absorbance read-out; activation, % at 10.6 µM; actives 0.3% (n = 360,000); AID 602163; in the data active = activation above about 7.5%;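 note: 0% = vehicle and 100% = reference activator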
PABP1 MLLE inh – inhibitors of microRNA-mediated deadenylation, human PABP1 MLLE binding. GST-MLLE / FITC-PAM2 fluorescence polarization. actives 0.36% (n = 360,000). P11940. inhibition, % at 20 µM; in the data active = inhibition above about 35%, passing the limit was not always enough;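 note: plate controls were DMSO wells with GST-MLLE for no effect and wells lacking GST-MLLE protein for full effect; some results filed as inactive read as strong as hits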
Target sequence (P11940 whole entry, looked up): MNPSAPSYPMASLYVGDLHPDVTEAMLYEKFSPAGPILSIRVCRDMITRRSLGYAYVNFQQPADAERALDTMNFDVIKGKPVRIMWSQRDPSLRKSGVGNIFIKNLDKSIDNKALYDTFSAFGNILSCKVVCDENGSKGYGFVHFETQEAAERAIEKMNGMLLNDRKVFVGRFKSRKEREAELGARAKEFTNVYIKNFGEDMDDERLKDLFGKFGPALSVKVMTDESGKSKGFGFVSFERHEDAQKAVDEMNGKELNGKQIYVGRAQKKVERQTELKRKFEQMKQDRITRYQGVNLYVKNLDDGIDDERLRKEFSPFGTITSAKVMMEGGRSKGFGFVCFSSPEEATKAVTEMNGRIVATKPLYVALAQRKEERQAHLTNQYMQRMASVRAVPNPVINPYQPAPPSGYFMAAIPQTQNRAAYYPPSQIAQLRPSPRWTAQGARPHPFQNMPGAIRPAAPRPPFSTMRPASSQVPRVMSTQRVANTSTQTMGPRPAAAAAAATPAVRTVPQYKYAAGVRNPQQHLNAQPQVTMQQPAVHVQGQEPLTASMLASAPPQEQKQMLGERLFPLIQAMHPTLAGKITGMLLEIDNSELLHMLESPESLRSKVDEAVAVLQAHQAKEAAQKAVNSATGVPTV
The depositor's hits bear a star; . = not tested or not shown.

SMILES	NRP1-CendR mod	MT1-MMP act inh	FAS TE block	E coli Lon inh	MsrA inhibitor	TbMetRS inhib	SKN-1 block	bovine MsrA act	PABP1 MLLE inh
O=C(NNc1c2ccccc2nc2ccccc12)c1cc2ccccc2cc1O	7.2	55.7*	19.9	-11.3	1.7	-0.3	8.8	-5.1	-30.4
CCCc1cc2c(cc1NC(=O)c1ccccc1Cl)OCO2	1.5	-4.3	-4.7	4.2	0.8	-1.1	-11.6	-6.4	-0.2
Cc1ccc2cc(C)c3nnc(SCC(=O)c4cccs4)n3c2c1C	5.8	-0.4	-0.9	3.0	-0.3	-0.6	-6.3	-6.4	3.7
CCCCNC(=O)CSc1nc2ccccc2c(=O)n1CCNC(C)=O	4.3	0.5	-9.5	-2.6	-0.1	-0.7	-5.0	-2.5	12.2
CCc1ccccc1N1CC(C(=O)Nc2cc(C)on2)CC1=O (centres undefined)	1.8	-1.9	-4.3	9.2	0.1	-0.1	9.4	-1.5	8.8
COc1ccccc1CNC(=O)C1CCN(C(=O)NC2CCCCC2)CC1	-9.2	3.6	-4.4	0.9	-0.8	0.3	6.4	-2.2	-12.3
CC(C)CN(C(=O)CSc1n[nH]c(-c2cccs2)n1)C1CCS(=O)(=O)C1 (centres undefined)	-0.5	8.7	-9.2	1.3	0.1	-0.1	-14.0	-9.5	-15.8
COc1cc(/C=C2\C(=N)N3N=C(S(C)(=O)=O)SC3=NC2=O)cc(OC)c1OCCOc1ccccc1C	-23.7	-1.9	10.3	-6.1	1.2	0.3	14.6	-1.1	1.5
O=C(CNC(=O)c1ccccc1)NCC(O)c1ccc([N+](=O)[O-])cc1 (centres undefined)	8.0	1.7	-0.6	-10.9	-1.4	-0.3	9.4	-2.5	5.5
c1ccc(-c2cc(N3CCCCC3)nc(-c3ccccc3)n2)cc1	11.7	-1.6	28.9	6.8	-1.1	0.0	13.5	-0.5	0.9
CCCCN(C=O)c1c(CC)nc2c(OCc3cccc(Cl)c3)cccn12	4.2	3.0	6.1	-0.9	-2.1	-0.2	0.0	-5.0	0.0
COc1ccc(/C=N/NC(=O)c2ccccc2O)cc1Cn1cc(Cl)cn1	-10.9	2.6	-4.3	4.7	3.7	-0.7	-2.7	-5.6	-4.2
CCOP(=O)(OCC)c1nc(-c2ccc(C)cc2)oc1NCc1ccccc1	3.9	-6.2	18.9	2.6	0.5	-0.5	12.4	0.2	-1.3
CCOC(=O)c1[nH]c(C)c(/C(O)=C2\C(=O)C(=O)N(CCN3CCOCC3)C2c2ccco2)c1C (centres undefined)	-1.4	-7.1	-7.9	-3.2	3.3	-0.9	5.5	-5.4	12.1
Cc1ccc(-c2ccc(/C=C3\SC(N4CCOCC4)=NC3=O)o2)cc1	-39.5	-17.2	10.6	-49.5	2.0	0.1	13.5	-2.9	-70.0
Cc1ccc(/C=C2\SC(=S)N(CCC(=O)NNC(=O)c3cccc(O)c3)C2=O)cc1	0.3	-0.6	5.1	-12.6	0.7	0.0	24.4	-3.2	-0.8
COCCNC(=O)CN(C(=O)CCC(=O)Nc1ccccn1)c1ccc(C)cc1C	4.2	-1.2	-4.4	5.2	-0.4	-0.3	-3.7	-2.4	-5.8
O=[N+]([O-])c1cccc2c(S(=O)(=O)N3CCOCC3)cccc12	-0.4	0.2	2.8	-0.1	2.3	-0.1	7.5	1.4	-2.4
CCn1c(CNS(=O)(=O)c2ccc(Cl)cc2)n[nH]c1=S	-9.6	-2.1	-11.0	4.5	0.0	-0.3	-0.6	-0.3	10.2
O=C(CN1C(=O)/C(=C/c2ccccc2F)Sc2ccccc21)NCC1CCCO1 (centres undefined)	11.2	0.9	-1.2	4.2	0.7	0.3	14.0	-1.8	-0.4
CCOC(=O)C1=CCN(Cc2ccccc2)CC1	1.6	-0.4	-1.8	-11.6	-0.2	-0.6	-0.9	-0.5	8.6
CC(C)N(C(=O)CSc1nnc(NC(=O)C2CCC2)s1)C(C)C	10.2	7.0	-3.4	-6.9	0.2	-0.7	-8.0	-0.7	-7.8
N#Cc1ccc(-c2nc3c4ccccc4ccn3c2Cc2ccsc2)cc1	-18.5	0.5	17.5	-6.5	0.5	-0.7	9.5	-1.6	.
Cc1ccc(N2C(=O)c3ccccc3NC2(C(=O)O)c2ccccc2)cc1Cl (centres undefined)	21.2	-3.1	-1.4	-2.4	-0.5	0.6	3.3	-2.5	16.5
C/C(=N\NC(=O)c1cccc(S(=O)(=O)N2CCCC2)c1)c1ccc(OCC(=O)N(C)C)cc1	-1.1	-1.1	-9.7	3.3	-1.0	0.0	2.2	-6.3	9.2
CSc1cccc(NS(=O)(=O)c2ccccc2)c1	11.6	1.0	3.8	-9.3	0.0	0.8	-1.2	1.7	-15.6
Cc1ccc(Cc2c(C)nc3nc(SCC(=O)NCCCN4CCOCC4)nn3c2C)cc1	10.5	-0.9	-1.2	-1.8	0.6	0.5	5.7	-1.8	9.8
COc1ccc(CNC(=O)CSc2nn3c(=O)c(C(C)(C)C)nnc3s2)cc1OC	3.1	1.7	1.6	-13.8	0.9	0.6	4.1	0.3	-10.4
CCN(CC)CCCNC(=O)c1ccc(OCC(=O)Nc2ccccc2C(F)(F)F)c(OC)c1	3.5	-5.6	-5.1	-10.7	0.2	-0.3	-9.2	-1.9	-1.8
CCCC(CCC)C(=O)OC1C[C@H]2CC[C@@H](C1)[N+]2(C)C (some centres undefined)	2.0	0.9	-1.9	-9.2	0.3	-0.6	-5.4	2.7	-0.1
O=C(N/N=C/c1ccncc1)c1ccc(NS(=O)(=O)c2cccs2)cc1	1.6	2.9	-1.9	-9.4	3.0	0.0	-4.8	-0.2	-0.4
CC1CCc2nc(NC(=O)Cc3cccs3)sc2C1 (centres undefined)	7.2	-1.9	1.0	3.4	0.8	-0.8	23.1	-2.1	-7.3
O=C(NCc1ccncc1)C(=O)NCC1OCCCN1S(=O)(=O)c1cc(F)ccc1F (centres undefined)	9.8	-1.7	-3.9	2.2	-0.3	-0.1	-0.1	-3.0	-5.0
CCOC(=O)Cn1c(CN2CCN(C(=O)c3ccco3)CC2)nc2c1c(=O)n(C)c(=O)n2C	13.4	1.4	-5.0	2.5	-0.7	0.0	11.2	-1.0	8.3
O=c1[nH]c2ccc(NCc3ccc(F)cc3)cc2[nH]1	8.8	2.9	-2.3	-4.4	1.2	-0.7	24.0	4.9	12.3
O=C(C1=C(O)C(=O)N(CCOCCO)C1c1cccs1)c1cccs1 (centres undefined)	2.2	2.5	-1.2	4.1	2.4	-0.3	-5.2	-2.1	2.0
CCn1cc(C(=O)NCCCOC(C)C)c(=O)c2cc(S(=O)(=O)N3CCCC3)ccc21	3.6	7.6	4.3	4.1	1.0	0.3	8.0	-13.8	2.2
CCOC(=O)c1cc(NC(=O)Cc2ccc(S(=O)(=O)N3CCOCC3)s2)cc(C(=O)OCC)c1	-11.4	-0.3	19.6	-3.0	-0.3	-0.1	17.3	-1.4	0.0
Cc1cc(OC(C)C(=O)Nc2ccc(S(=O)(=O)Nc3onc(C)c3C)cc2)cc(C)c1Cl (centres undefined)	4.9	7.7	-0.9	-5.3	-0.2	0.0	7.2	-4.7	-10.2
Cn1c(SCC(=O)Nc2ccc(C(=O)O)cc2)nc2scc(-c3ccccc3Cl)c2c1=O	-13.5	-0.3	-1.7	2.6	-0.9	-0.2	13.2	-2.6	0.3

4 of the compounds above, comma-delimited.
structure,NRP1-CendR mod,MT1-MMP act inh,FAS TE block,E coli Lon inh,MsrA inhibitor,TbMetRS inhib,SKN-1 block,bovine MsrA act,PABP1 MLLE inh
CC1CCc2nc(NC(=O)Cc3cccs3)sc2C1 (centres undefined),7.2,-1.9,1.0,3.4,0.8,-0.8,23.1,-2.1,-7.3
Cc1cc(OC(C)C(=O)Nc2ccc(S(=O)(=O)Nc3onc(C)c3C)cc2)cc(C)c1Cl (centres undefined),4.9,7.7,-0.9,-5.3,-0.2,0.0,7.2,-4.7,-10.2
C/C(=N\NC(=O)c1cccc(S(=O)(=O)N2CCCC2)c1)c1ccc(OCC(=O)N(C)C)cc1,-1.1,-1.1,-9.7,3.3,-1.0,0.0,2.2,-6.3,9.2
CCOC(=O)Cn1c(CN2CCN(C(=O)c3ccco3)CC2)nc2c1c(=O)n(C)c(=O)n2C,13.4,1.4,-5.0,2.5,-0.7,0.0,11.2,-1.0,8.3

(cont.)
SMILES	NRP1-CendR mod	MT1-MMP act inh	FAS TE block	E coli Lon inh	MsrA inhibitor	TbMetRS inhib	SKN-1 block	bovine MsrA act	PABP1 MLLE inh
COCCn1c(C)cc(C(=O)CSc2nc(C)cc(C)c2C#N)c1C	-3.0	-4.4	33.1	-2.7	0.8	-0.1	-10.2	-2.4	14.3
O=C(NCc1ccc(Cl)c(Cl)c1)c1cccnc1	13.8	-7.1	3.0	-8.0	-0.8	3.5	0.5	0.7	-3.7
CCC12CC1(C(=O)OC)C(=O)N1CCc3c([nH]c4ccccc34)C12 (centres undefined)	-1.4	5.0	-0.8	0.8	.	-0.5	5.8	-2.0	4.4
COc1cccc(OCCOCC(O)CN2CCN(Cc3ccc(Cl)cc3)CC2)c1 (centres undefined)	1.5	-7.1	-4.2	7.0	0.3	-0.1	7.3	-1.4	-1.5
O=C(Nc1ccccc1F)c1cc2nc(C(F)F)cc(C(F)F)n2n1	-6.9	3.5	-0.9	2.3	-0.9	-0.3	20.8	-2.0	2.2
Cc1nc(-c2ccccc2)nn1-c1ccc([N+](=O)[O-])cc1	-30.1	2.0	10.0	-3.5	0.8	-0.4	18.9	-8.1	-3.2
Cc1c(C(c2cc(O)ccc2O)c2c(C)n(C)n(-c3ccccc3)c2=O)c(=O)n(-c2ccccc2)n1C	-0.2	0.1	-4.1	1.7	0.6	-0.3	8.9	-2.0	11.5
CSc1nnc(-c2cnccn2)n1CCCN1CCCC1=O	3.1	3.3	-4.6	3.4	0.8	0.6	8.2	1.0	-4.1
Cc1ccc(S(=O)(=O)N2CCC(C(=O)NCc3ccccc3CN3CCCC3)CC2)cc1	-3.5	0.6	-8.0	-16.7	-1.0	-0.2	-21.6	-6.4	16.6
CCN(CC)C(=O)C1=C(C)NC(=S)NC1c1cn(-c2ccccc2)nc1-c1ccc(Cl)cc1 (centres undefined)	2.8	-5.6	-16.2	-13.5	-0.9	-1.1	16.3	-3.7	-125.8
COc1cccc(CNc2nc3cc(-c4ccc(F)cc4)sc3c(=O)n2C)c1	-3.4	11.2	-1.6	-8.0	0.0	-0.3	1.9	2.4	-4.5
C=CCn1c(C)nc2ccccc2c1=O	9.4	-0.2	-6.7	1.7	0.9	-0.6	4.0	-4.6	7.4
O=C(Nc1nc(-c2ccc(F)cc2)cs1)C1CCCO1 (centres undefined)	2.8	4.6	-6.2	-7.2	-1.3	-0.3	9.2	-2.4	-1.7
CCCN1C(=O)c2ccccc2NC1c1ccc(OC)cc1O (centres undefined)	-10.8	1.8	-8.9	1.8	2.1	-0.6	0.2	-0.8	3.0
CC(=O)Nc1cccc(-c2ccnc3c2CC(C)(C(=O)NCc2ccncc2)O3)c1 (centres undefined)	-1.2	4.5	-8.7	-1.2	1.9	-0.2	14.0	0.0	13.9
O=C(NC1CC2CCC(C1)N2C(=O)NC1CCCCC1)NC12CC3CC(CC(C3)C1)C2 (centres undefined)	4.1	-1.7	-4.3	0.9	0.0	-1.4	-3.7	-11.2	-10.9
O=C(NCc1ccco1)Nc1cccc([N+](=O)[O-])c1	4.1	2.2	19.4	5.1	0.0	0.4	7.2	-1.8	9.6
